Screening results (PubChem BioAssay)
DAX1 inh-1: DAX1 (NR0B1) inhibition, primary screen | HEK293T StAR-luciferase reporter, SF-1/DAX-1 repression relief | inhibition, % at 6.8 µM | 370,000 compounds, 1.1% hits | AID 652010;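 active = inhibition above the mean over all tested compounds plus 3 SD, cut at about 3.6% in these data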;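 also: 0% = DAX-1 cells with DMSO and 100% = cells lacking DAX-1 with DMSO; higher inhibition means more luminescence from relief of DAX-1 repression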
PG9 Ab binder: small molecules binding HIV-1 gp120 antibody PG9; TR-FRET gp120-PG9 antibody binding; inhibition, % at 6.7 µM; 360,000 compounds, 0.43% hits; AID 624416; in the data active = inhibition above about 8.5%
ADAM10 inh: ADAM10 inhibition, QFRET primary screen | O14672 | recombinant ADAM10, EDANS/DABCYL FRET peptide cleavage, 3 h | inhibition, % at 7 µM | 370,000 compounds, 0.62% hits;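 active = inhibition above a per-campaign cutoff equal to the mean of compounds falling between control-based bounds plus 3 SD, cut at about 20% in these data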;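 also: 0% = DMSO wells while the 100% control is not disclosed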
FXN GAA850 act: increases GAA850 frataxin promoter reporter activity; HEK293 lucGAA850 FXN promoter luciferase reporter, 24 h; percent of 10 µM SAHA response; activation, % at 6 µM; 360,000 compounds, 0.56% hits;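 active = activation above the average of all compounds screened plus 3 SD, cutoff fixed separately per campaign, cut at about 7.5% in these data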;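 also: 0% = DMSO wells and 100% = 10 µM SAHA wells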
NPR1 activator: GC-A (human) enzyme activation | activation, % at 10 µM | HEK293 GC-A cells, cGMP TR-FRET, EC30 ANP; 0% at EC30 ANP, 100% saturating ANP | 370,000 compounds, 0.14% hits | P16066; in the data active = activation above about 40%
Target sequence (P16066 whole entry, looked up): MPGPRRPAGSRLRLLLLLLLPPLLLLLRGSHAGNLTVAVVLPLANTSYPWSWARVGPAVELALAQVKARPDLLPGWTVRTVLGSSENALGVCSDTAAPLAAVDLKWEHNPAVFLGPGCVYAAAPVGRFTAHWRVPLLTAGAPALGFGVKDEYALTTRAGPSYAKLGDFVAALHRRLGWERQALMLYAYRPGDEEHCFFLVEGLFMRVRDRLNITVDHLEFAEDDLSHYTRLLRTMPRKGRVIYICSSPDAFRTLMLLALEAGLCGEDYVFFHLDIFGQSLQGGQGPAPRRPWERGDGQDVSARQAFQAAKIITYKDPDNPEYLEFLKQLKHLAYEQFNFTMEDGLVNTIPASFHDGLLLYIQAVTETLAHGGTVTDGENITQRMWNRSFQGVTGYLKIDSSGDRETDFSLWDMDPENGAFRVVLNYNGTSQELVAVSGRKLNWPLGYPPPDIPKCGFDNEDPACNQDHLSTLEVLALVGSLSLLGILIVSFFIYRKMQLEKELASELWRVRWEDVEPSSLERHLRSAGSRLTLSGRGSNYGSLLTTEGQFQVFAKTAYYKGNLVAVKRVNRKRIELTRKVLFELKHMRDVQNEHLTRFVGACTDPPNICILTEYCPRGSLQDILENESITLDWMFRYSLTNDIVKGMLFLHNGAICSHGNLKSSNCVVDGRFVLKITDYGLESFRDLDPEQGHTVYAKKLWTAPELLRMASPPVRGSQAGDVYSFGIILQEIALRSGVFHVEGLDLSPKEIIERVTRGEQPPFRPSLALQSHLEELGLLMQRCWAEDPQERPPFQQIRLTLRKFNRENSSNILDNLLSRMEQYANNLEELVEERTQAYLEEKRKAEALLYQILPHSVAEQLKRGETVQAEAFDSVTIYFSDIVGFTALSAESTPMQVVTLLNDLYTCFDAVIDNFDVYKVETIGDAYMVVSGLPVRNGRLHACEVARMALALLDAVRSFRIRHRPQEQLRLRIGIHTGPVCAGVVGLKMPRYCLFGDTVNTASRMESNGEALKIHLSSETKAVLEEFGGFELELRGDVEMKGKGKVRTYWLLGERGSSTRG
SMARCA2 activ: activators of SMARCA2 function. MG213 cells, MMTV-luciferase reporter, dexamethasone, overnight. activation, % at 9.1 µM. 370,000 compounds, 1% hits; in the data active = activation above about 7.8%;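 also: 0% = vehicle wells and 100% = reference activator wells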
hcDAF-12 act: H. contortus DAF-12 activation, primary screen; HEK293 hcDAF-12 lit1-tk-luc reporter, luminescence; 0% DMSO, 100% Δ7-dafachronic acid; activation, % at 6.8 µM; 370,000 compounds, 1.4% hits; AID 652067;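 active = activation above the mean of all tested compounds plus 3 SD, cut at about 5.5% in these data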;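 also: 100% = response to 3 µM Δ7-dafachronic acid high control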
DAX1 inh-2: inhibitors of human orphan nuclear receptor DAX1 (NR0B1); P51843; HEK293 Gal4-DAX1 luciferase reporter, luminescence; inhibition, % at 6.75 µM; 340,000 compounds, 0.99% hits; AID 504766;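 active = inhibition above the mean over all tested compounds plus 3 SD, cut at about 4.2% in these data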;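 also: 0% = DAX1-transfected cells with DMSO and 100% = empty-vector control cells with DMSO; inhibition shows as a rise in luminescence from relieved DAX1 repression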
hgDAF12 agonist: agonists of H. glycines DAF-12 nuclear receptor | HEK293 GAL4-hgDAF12 UAS-luciferase reporter, agonist luminescence; normalized to butyrate control | activation, % at 6.8 µM | 370,000 compounds, 1.8% hits | AID 687014;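 active = activation above a cutoff set at the mean of all screened compounds plus 3 SD, cut at about 10% in these data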;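 also: 0% = DMSO wells and 100% = sodium butyrate wells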
ssDAF-12 act: S. stercoralis DAF-12 activation, primary screen; AID 652126; 370,000 compounds, 1% hits; HEK293 ssDAF-12/GRIP1 lit1-tk-luc reporter, luminescence; % of 3 µM dafachronic acid response; activation, % at 6.8 µM;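 active = activation above the mean over all tested compounds plus 3 SD, cut at about 0.9% in these data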;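 also: 0% = DMSO-only wells and 100% = 3 µM delta7-dafachronic acid wells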
ADAM17 inh: inhibitors of human ADAM17; P78536; recombinant ADAM17, EDANS/DABCYL FRET peptide cleavage; inhibition, % at 6.95 µM; 370,000 compounds, 0.83% hits;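 active = inhibition above the mean of compounds lying between control limits plus 3 SD, set per campaign, cut at about 8.5% in these data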;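 also: 0% = DMSO-only wells as the low control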
* = called active by the depositor.

How did COCCn1nnnc1C(c1cc2cccc(C)c2[nH]c1=O)N1CCN(c2ccccc2F)CC1 (centres undefined) do in these assays?
DAX1 inh-1: -0.5; PG9 Ab binder: -1.3; ADAM10 inh: -48.9; FXN GAA850 act: -1.3; NPR1 activator: 21.8; SMARCA2 activ: -3.1; hcDAF-12 act: 2.3; DAX1 inh-2: 0.6; hgDAF12 agonist: 1.4; ssDAF-12 act: 0.1; ADAM17 inh: -12.3

Results for Cc1ccccc1-n1c(C)nnc1SCc1cc(=O)oc2ccc3ccccc3c12 ?
DAX1 inh-1: -0.5; PG9 Ab binder: -0.7; ADAM10 inh: -180.3; FXN GAA850 act: -4.5; NPR1 activator: -28.0; SMARCA2 activ: 0.6; hcDAF-12 act: 2.0; DAX1 inh-2: 0.3; hgDAF12 agonist: -4.2; ssDAF-12 act: 0.2; ADAM17 inh: -60.1

Results for Cc1cccc(NC(=O)Nc2nnc([C@H]3C[C@H](O)[C@@H](CO)O3)s2)c1 ?
DAX1 inh-1: -0.3; PG9 Ab binder: -1.6; ADAM10 inh: -8.3; FXN GAA850 act: 1.7; NPR1 activator: 2.8; SMARCA2 activ: 5.4; hcDAF-12 act: 0.6; hgDAF12 agonist: 4.2; ssDAF-12 act: 0.0; ADAM17 inh: -3.4

What do the screens show for `O=C(COC(=O)c1ccc(O)cc1O)Nc1ncc(Cl)cc1Cl`?
DAX1 inh-1: 0.1; PG9 Ab binder: 2.2; ADAM10 inh: -10.3; FXN GAA850 act: 0.6; NPR1 activator: -2.2; SMARCA2 activ: -1.2; hcDAF-12 act: -0.7; DAX1 inh-2: -0.4; hgDAF12 agonist: 2.5; ssDAF-12 act: -1.0; ADAM17 inh: -2.7

Results for Cc1cc(C)nc(NC(=S)Nc2cccc(Cl)c2Cl)c1 ?
DAX1 inh-1: 0.1; PG9 Ab binder: 2.3; ADAM10 inh: -6.8; FXN GAA850 act: -1.0; NPR1 activator: 2.8; SMARCA2 activ: 4.0; hcDAF-12 act: -1.0; DAX1 inh-2: -0.2; hgDAF12 agonist: -0.1; ssDAF-12 act: -1.4; ADAM17 inh: -0.7

How did COc1ccc([N+](=O)[O-])cc1NC(=O)COC(=O)/C=C/c1ccco1 do in these assays?
DAX1 inh-1: 0.1; PG9 Ab binder: -0.6; ADAM10 inh: -12.8; FXN GAA850 act: -1.5; NPR1 activator: -2.1; SMARCA2 activ: -4.9; hcDAF-12 act: -1.3; DAX1 inh-2: 0.0; hgDAF12 agonist: -1.4; ssDAF-12 act: -1.0; ADAM17 inh: 0.7

How did Cn1c(=O)c2c(ncn2CC(=O)OCC(=O)c2ccc(Cl)cc2)n(C)c1=O do in these assays?
DAX1 inh-1: 2.1; PG9 Ab binder: -0.5; ADAM10 inh: -7.2; FXN GAA850 act: 1.6; NPR1 activator: 0.6; SMARCA2 activ: -0.8; hcDAF-12 act: 0.3; DAX1 inh-2: 1.4; hgDAF12 agonist: 3.6; ssDAF-12 act: -1.0; ADAM17 inh: -5.2

What do the screens show for `Cc1ccccc1Cn1c2ccccc2c2cnn(CC(=O)NCc3ccco3)c(=O)c21`?
DAX1 inh-1: -1.0; PG9 Ab binder: -0.5; ADAM10 inh: -17.4; FXN GAA850 act: 1.3; NPR1 activator: 10.3; SMARCA2 activ: 0.0; hcDAF-12 act: -1.7; DAX1 inh-2: -0.9; hgDAF12 agonist: -5.7; ssDAF-12 act: -1.2; ADAM17 inh: -9.7

What do the screens show for `O=C(COC(=O)CNC(=O)C1CCCCC1)NCc1ccc(Cl)cc1`?
DAX1 inh-1: 1.1; PG9 Ab binder: -1.7; ADAM10 inh: -6.8; FXN GAA850 act: -0.8; NPR1 activator: 0.0; SMARCA2 activ: -1.5; hcDAF-12 act: -1.6; DAX1 inh-2: -0.9; hgDAF12 agonist: 2.4; ssDAF-12 act: -1.2; ADAM17 inh: -3.5

What do the screens show for `Cn1ccc2c(-c3ccc(C(F)(F)F)cc3)cc3c(c21)C1CCC3C1` (centres undefined)?
DAX1 inh-1: -1.3; PG9 Ab binder: -1.6; ADAM10 inh: -38.4; NPR1 activator: -0.9; SMARCA2 activ: 0.7; hcDAF-12 act: -2.3; hgDAF12 agonist: 0.5; ssDAF-12 act: -0.7; ADAM17 inh: -11.7

How did CC(C)N1CCc2c(sc(NC(=O)c3ccc4ccccc4c3)c2C(N)=O)C1 do in these assays?
DAX1 inh-1: 2.6; PG9 Ab binder: -0.2; ADAM10 inh: -92.2; FXN GAA850 act: 2.6; NPR1 activator: 5.9; SMARCA2 activ: 4.6; hcDAF-12 act: -1.4; DAX1 inh-2: 0.5; hgDAF12 agonist: 7.3; ssDAF-12 act: -0.5; ADAM17 inh: -14.2

How did O=C(COC(=O)C1(c2ccccc2)CC1)NNC(=O)c1ccccc1F do in these assays?
DAX1 inh-1: -0.6; PG9 Ab binder: -0.2; ADAM10 inh: 2.7; FXN GAA850 act: 0.1; NPR1 activator: -2.0; SMARCA2 activ: 3.0; hcDAF-12 act: -1.0; DAX1 inh-2: -0.6; hgDAF12 agonist: -1.9; ssDAF-12 act: -1.0; ADAM17 inh: 0.1

How did O=C(NCc1ccc(Cl)cc1)c1cc(S(=O)(=O)N2CCCCC2)c[nH]1 do in these assays?
DAX1 inh-1: -0.4; PG9 Ab binder: -0.3; ADAM10 inh: 3.6; FXN GAA850 act: -1.1; NPR1 activator: -2.2; SMARCA2 activ: -2.8; hcDAF-12 act: -1.7; DAX1 inh-2: 1.4; hgDAF12 agonist: -1.4; ssDAF-12 act: -1.8; ADAM17 inh: 5.7

Results for O=C(c1cc(C2CC2)nn1-c1ccccc1)N1CCN(Cc2c(F)cccc2Cl)CC1 ?
DAX1 inh-1: -1.4; PG9 Ab binder: 0.1; ADAM10 inh: -6.5; FXN GAA850 act: 2.9; NPR1 activator: -3.0; SMARCA2 activ: 0.0; hcDAF-12 act: -2.0; DAX1 inh-2: -0.4; hgDAF12 agonist: -1.9; ssDAF-12 act: 0.1; ADAM17 inh: -0.1

What do the screens show for `COc1ccc(C2c3sc(=O)[nH]c3SC3C(=O)N(c4ccccc4)C(=O)C32)cc1` (centres undefined)?
DAX1 inh-1: 0.7; PG9 Ab binder: -1.4; ADAM10 inh: -9.9; FXN GAA850 act: 0.9; NPR1 activator: 5.5; SMARCA2 activ: -0.9; hcDAF-12 act: -1.1; DAX1 inh-2: 4.1; hgDAF12 agonist: 3.1; ssDAF-12 act: -1.1; ADAM17 inh: -0.2

What do the screens show for `COC(=O)c1cc(NS(=O)(=O)c2ccc3c(c2)CCC(=O)N3)cc(C(=O)OC)c1`?
DAX1 inh-1: 0.3; PG9 Ab binder: -0.6; ADAM10 inh: -43.2; FXN GAA850 act: 2.8; NPR1 activator: 4.1; SMARCA2 activ: 1.6; hcDAF-12 act: -0.3; DAX1 inh-2: 0.2; hgDAF12 agonist: 0.6; ssDAF-12 act: -1.5; ADAM17 inh: -14.9

What do the screens show for `COc1ccc(N2C(=O)C(CN3CCCCC3)C2c2ccccc2)cc1` (centres undefined)?
DAX1 inh-1: 0.1; PG9 Ab binder: -0.4; ADAM10 inh: 6.7; FXN GAA850 act: -1.4; NPR1 activator: -22.5; SMARCA2 activ: -3.1; hcDAF-12 act: 0.9; DAX1 inh-2: 1.7; hgDAF12 agonist: 1.0; ssDAF-12 act: -1.8; ADAM17 inh: 2.1

Results for COC(=O)c1c(NC(=O)CN2CCC3(O)CCCCC3C2c2ccc(OC)cc2OC)sc(C)c1C (centres undefined) ?
DAX1 inh-1: -1.3; PG9 Ab binder: -2.0; ADAM10 inh: 4.4; FXN GAA850 act: 10.1*; NPR1 activator: -11.4; SMARCA2 activ: -5.0; hcDAF-12 act: -1.4; DAX1 inh-2: -0.3; hgDAF12 agonist: -0.8; ssDAF-12 act: -1.3; ADAM17 inh: 5.8

What do the screens show for `O=c1c([N+](=O)[O-])c(NCCN2CCCCCC2)c2ccccc2n1-c1ccccc1`?
DAX1 inh-1: 0.0; PG9 Ab binder: -0.5; ADAM10 inh: -7.8; FXN GAA850 act: -3.9; NPR1 activator: -41.1; SMARCA2 activ: -0.4; hcDAF-12 act: 0.1; DAX1 inh-2: 2.2; hgDAF12 agonist: -1.5; ssDAF-12 act: -1.8; ADAM17 inh: 2.2

How did Cc1cc(C)cc(C(=O)Nc2ccc3[nH]c(=O)[nH]c3c2)c1 do in these assays?
DAX1 inh-1: -0.3; PG9 Ab binder: -0.3; ADAM10 inh: -3.2; FXN GAA850 act: 2.0; NPR1 activator: 1.8; SMARCA2 activ: -0.6; hcDAF-12 act: -0.3; DAX1 inh-2: -0.4; hgDAF12 agonist: 1.9; ssDAF-12 act: -1.4; ADAM17 inh: 3.0

Results for CCOC(=O)c1c(NC(=O)CC)sc2c1CCN(Cc1ccccc1)C2 ?
DAX1 inh-1: -0.8; PG9 Ab binder: -1.4; ADAM10 inh: -30.4; FXN GAA850 act: 2.2; NPR1 activator: 2.5; SMARCA2 activ: -2.6; hcDAF-12 act: -0.5; DAX1 inh-2: -0.6; hgDAF12 agonist: 0.5; ssDAF-12 act: -1.8; ADAM17 inh: -5.2

How did C=CCC[C@H](Cc1ccc(F)cc1)C(=O)OC[C@@H](C)NC(=O)[C@@H](CC=C)CC(=O)N[C@H](CO)Cc1ccccc1 do in these assays?
DAX1 inh-1: -0.2; PG9 Ab binder: 1.2; ADAM10 inh: 8.7; FXN GAA850 act: -2.0; NPR1 activator: 0.1; SMARCA2 activ: -1.0; hcDAF-12 act: -1.5; DAX1 inh-2: -0.3; hgDAF12 agonist: -2.2; ssDAF-12 act: -1.2; ADAM17 inh: 2.7

What do the screens show for `C[C@H](CO)N1C[C@H](C)[C@H](CN(C)S(C)(=O)=O)Oc2c(cccc2N(C)C)C1=O`?
DAX1 inh-1: 0.4; PG9 Ab binder: -0.2; ADAM10 inh: -4.4; FXN GAA850 act: 1.3; NPR1 activator: 3.1; SMARCA2 activ: -0.5; hcDAF-12 act: -0.4; DAX1 inh-2: -0.4; hgDAF12 agonist: 3.1; ssDAF-12 act: -0.9; ADAM17 inh: -4.7

What do the screens show for `CCOC(=O)c1sc2nc(C3CC3)cc(-c3ccc(F)cc3)c2c1N`?
DAX1 inh-1: 0.6; PG9 Ab binder: 1.5; ADAM10 inh: -13.5; FXN GAA850 act: 1.1; NPR1 activator: 4.7; SMARCA2 activ: -2.0; hcDAF-12 act: -1.4; DAX1 inh-2: 0.7; hgDAF12 agonist: -2.1; ssDAF-12 act: -0.7; ADAM17 inh: -4.3

What do the screens show for `C=C1CCN(C(C(=O)OC)C(C)C)S(=O)(=O)c2ccccc21` (centres undefined)?
DAX1 inh-1: 0.1; PG9 Ab binder: -1.6; ADAM10 inh: 6.3; FXN GAA850 act: -0.2; NPR1 activator: -2.5; SMARCA2 activ: 0.1; hcDAF-12 act: 0.9; DAX1 inh-2: 0.3; hgDAF12 agonist: -0.3; ssDAF-12 act: -1.4; ADAM17 inh: 0.4

What do the screens show for `O=C(NCCS(=O)(=O)N1CCN(c2ccccc2)CC1)c1ccc(Br)o1`?
DAX1 inh-1: 1.6; PG9 Ab binder: -2.9; ADAM10 inh: -4.9; FXN GAA850 act: -1.2; NPR1 activator: -3.2; SMARCA2 activ: -2.5; hcDAF-12 act: -1.0; DAX1 inh-2: -1.4; hgDAF12 agonist: 0.9; ssDAF-12 act: -1.1; ADAM17 inh: -1.4
